UPR XBP1 act: adaptive UPR (XBP1) activation. actives 0.33% (n = 330,000). AID 463104. activation, % at 20 µM. CHO-XBP1 luciferase reporter, IRE1-XBP1 UPR activation, luminescence; percent of tunicamycin response, DMSO as zero;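 active = versus positive control, 20 µM dose yields 30% or more activation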;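 also: 100% = tunicamycin at 10 µg/mL and 0% = DMSO only wells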
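Material: CHO cell line with stable XBP1 luciferase reporter; schedule: 16-18 h cell attachment at 37 °C, then 6 h compound exposure; signal: glow luminescence from Steady-Glo reagent; medium: serum-containing F12 medium, 10% FBS; benchmarks: tunicamycin 10 µg/mL and vehicle-only wells; read-out: percent activation relative to tunicamycin reference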
tim23-1 inh: tim23-1 yeast growth inhibition; S. cerevisiae tim23-1 growth, BacTiter-Glo luminescence, 24 h; inhibition, % at 20 µM; actives 1.3% (n = 330,000); AID 463212;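 active = growth inhibition of the mutant yeast at or above 50%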;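 also: temperature-sensitive mutant grown at 25 °C; plate controls were DMSO-treated mutant yeast for no effect and medium wells lacking yeast for full effect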
EBI2 block: blocks human EBI2 receptor beta-arrestin signaling; P32249; EBI2 beta-arrestin recruitment, luminescence, 7a,25-OHC stimulated; inhibition, % at 5 µM; actives 0.81% (n = 360,000); AID 651636; in the data active = inhibition above about 38%;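 also: enzyme fragment complementation signal reports receptor beta-arrestin coupling in cells; 0% = agonist plus DMSO wells and 100% = wells without agonist; some results beyond the cut were filed as inactive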
Target sequence (P32249 whole entry, looked up, the tested form may be a part): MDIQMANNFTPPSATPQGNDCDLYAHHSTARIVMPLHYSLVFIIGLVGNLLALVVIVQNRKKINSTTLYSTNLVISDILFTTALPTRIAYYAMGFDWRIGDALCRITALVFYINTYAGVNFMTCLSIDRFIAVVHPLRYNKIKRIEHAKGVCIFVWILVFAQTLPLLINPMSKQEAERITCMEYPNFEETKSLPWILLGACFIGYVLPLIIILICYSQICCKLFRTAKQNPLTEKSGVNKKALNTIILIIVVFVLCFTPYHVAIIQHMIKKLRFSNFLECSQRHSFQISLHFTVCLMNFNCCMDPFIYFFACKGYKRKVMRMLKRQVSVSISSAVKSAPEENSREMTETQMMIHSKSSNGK
Mdm2 MdmX PPI: human Mdm2/MdmX binding inhibition; O15151+Q00987; SaOS-2 split-luciferase Mdm2/MdmX complementation, luminescence; inhibition, % at 8 µM; actives 3% (n = 330,000); AID 485346;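 active = inhibition of at least 50% at 8 µM in the primary screen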
APJ antagonist: blocks the human apelin receptor APJ. CHO-K1 APJ beta-arrestin complementation, luminescence. actives 0.32% (n = 330,000). inhibition, % at 20 µM;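 active = inhibition above about 40% at 20 µM, limit read from the data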;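 also: cells challenged with 10 nM apelin-13 agonist together with compound; plate controls were apelin-13 plus DMSO wells for no effect and DMSO wells lacking apelin-13 for full effect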
Target sequence (P35414 whole entry, looked up): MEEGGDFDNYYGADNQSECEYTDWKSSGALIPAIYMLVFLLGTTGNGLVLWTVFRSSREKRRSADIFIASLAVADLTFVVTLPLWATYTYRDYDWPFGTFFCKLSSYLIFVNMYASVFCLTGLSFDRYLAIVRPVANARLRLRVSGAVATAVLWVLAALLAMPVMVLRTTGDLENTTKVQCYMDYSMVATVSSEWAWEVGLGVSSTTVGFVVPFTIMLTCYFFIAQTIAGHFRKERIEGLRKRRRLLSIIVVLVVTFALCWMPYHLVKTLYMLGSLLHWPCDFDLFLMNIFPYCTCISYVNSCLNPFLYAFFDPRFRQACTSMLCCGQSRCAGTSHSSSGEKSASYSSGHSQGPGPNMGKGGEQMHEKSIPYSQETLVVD
CHOP UPR activ: activators of apoptotic arm of unfolded protein response (CHOP) | actives 0.34% (n = 330,000) | activation, % at 10 µM | CHO-CHOP luciferase reporter, UPR activation, luminescence; percent of tunicamycin response over DMSO baseline | AID 449763;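 active = at 10 µM dose, activation of 40% or more, normalized to positive control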;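 also: 100% = tunicamycin at 10 µg/mL and 0% = DMSO alone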
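Assay system: CHO cells with stable CHOP pathway luciferase reporter; Buffer or medium: F12 plus 10% serum; Times: 16-18 h cell attachment, then 6 h compound exposure, 37 °C; Signal: luciferase luminescence; Read-out basis: percent activation relative to tunicamycin control; Control set: tunicamycin high control, DMSO low control.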
CXCR6 block: inhibitors of human CXCR6 receptor; AID 602244; inhibition, % at 20 µM; actives 0.36% (n = 360,000); CHO-K1 PathHunter CXCR6 beta-arrestin, luminescence; in the data active = inhibition above about 34%, passing the limit was not always enough;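 also: antagonist mode with CXCL16 agonist at 10 nM final; 0% = 10 nM CXCL16 with DMSO and 100% = unstimulated wells without agonist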
Target sequence (O00574 whole entry, looked up): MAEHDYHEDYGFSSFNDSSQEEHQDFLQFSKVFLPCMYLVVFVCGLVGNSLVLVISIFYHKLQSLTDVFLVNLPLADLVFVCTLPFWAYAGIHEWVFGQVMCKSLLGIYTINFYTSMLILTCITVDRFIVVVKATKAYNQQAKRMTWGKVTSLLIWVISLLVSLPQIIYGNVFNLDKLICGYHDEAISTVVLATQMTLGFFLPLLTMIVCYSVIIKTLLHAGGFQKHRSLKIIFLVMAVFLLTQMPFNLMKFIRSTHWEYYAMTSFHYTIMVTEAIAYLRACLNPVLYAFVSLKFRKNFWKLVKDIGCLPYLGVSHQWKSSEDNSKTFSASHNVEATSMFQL
APJ ag: APJ receptor agonism; P35414; CHO-K1 APJ PathHunter beta-arrestin, luminescence; 0% DMSO wells, 100% apelin; activation, % at 20 µM; actives 0.11% (n = 330,000);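 active = activation more than six SD over the plate average, tested at 20 µM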;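 also: 0% = DMSO alone and 100% = apelin-13 at 10 nM; some results filed as inactive read as strong as hits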
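Test system: CHO-K1 APJ beta-arrestin complementation cell line | Compound: Single test compound dose, 20 µM final, 1% DMSO | Incubation: Compound 90 min 25 °C, reagent 1 h | Measured by: beta-gal luminescence | Read-out basis: APJ–arrestin association signal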
CCR6 antag: blocks CCL20-driven beta-arrestin recruitment at human CCR6; P51684; CHO-K1 CCR6 PathHunter beta-arrestin, luminescence, CCL20-stimulated; inhibition, % at 20 µM; actives 0.49% (n = 340,000);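 active = compounds whose inhibition of the agonist-driven luminescence signal at 20 µM reaches about 50%, limit read from the data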;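 also: cells stimulated with CCL20 at 14 nM final; plate controls were DMSO with CCL20 for no effect and DMSO without agonist for full effect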
An asterisk follows results filed as active.

SMILES | UPR XBP1 act | tim23-1 inh | EBI2 block | Mdm2 MdmX PPI | APJ antagonist | CHOP UPR activ | CXCR6 block | APJ ag | CCR6 antag
CCOC(=O)c1ccc(NC(=O)c2c(C)[nH]c(C(=O)OCC)c2C)cc1 | 0 | -24 | 14 | 6 | -27 | -1.6 | 4 | -2 | 7
CC(=O)Nc1ccc(S(=O)(=O)N(C)CC(=O)NCCC2=CCCCC2)cc1 | -1 | 12 | -2 | -32 | 6 | 0.6 | -5 | -3 | 5
COc1ccc(NC(C)=O)cc1NC(=O)c1ccc(Cl)cc1 | -2 | 8 | 1 | 6 | -4 | 0.3 | -1 | -3 | 0
COCCn1c(Cc2ccccc2)nnc1SCC(=O)NC1CCCCC1 | 0 | 15 | -4 | 1 | 3 | 1.2 | -3 | -1 | 12
COc1ccccc1C(=O)NCCC(=O)NCCCSc1ccccc1 | 2 | 13 | 6 | 13 | 25 | 1.3 | 0 | -3 | 7
Cc1cccc(C(C)C)c1NC(=O)COC(=O)c1cc2ccccc2oc1=O | -2 | 29 | -2 | 9 | 20 | 0.8 | -6 | -1 | -6
CC(=O)c1cccc(CN2CCN(C(C)C)C(CCO)C2)c1 (stereo unspecified) | 6 | 1 | -13 | 1 | -5 | 1.7 | -3 | -2 | 7
Cc1nnc(SC(C)C(=O)NCC2CCCO2)s1 (stereo unspecified) | -1 | -9 | 0 | -3 | 2 | -1.5 | 5 | -4 | 1
CC1=Nc2ccc(Br)cc2C(c2ccccc2)N1CC(=O)O (stereo unspecified) | -3 | 7 | -3 | -20 | 2 | 0.2 | 0 | -3 | 10
Cc1ccnc(NC(=O)CCC(=O)N(CC(=O)NC2CCCCC2)C2CCCC2)c1 | 0 | 16 | -7 | 7 | -1 | 0.9 | -6 | -4 | 4
O=C(COC(=O)c1ccccc1)NC1CCCC1 | 2 | -7 | 5 | 20 | 4 | 2.6 | -5 | -4 | 0
CCCCN(CCCC)S(=O)(=O)c1c(C)[nH]c(=O)[nH]c1=O | -2 | -1 | 7 | 13 | -8 | -0.4 | 2 | 0 | -1

3 compounds drawn at random from the list so far:
SMILES | UPR XBP1 act | tim23-1 inh | EBI2 block | Mdm2 MdmX PPI | APJ antagonist | CHOP UPR activ | CXCR6 block | APJ ag | CCR6 antag
CC(=O)Nc1ccc(S(=O)(=O)N(C)CC(=O)NCCC2=CCCCC2)cc1 | -1 | 12 | -2 | -32 | 6 | 0.6 | -5 | -3 | 5
CC(=O)c1cccc(CN2CCN(C(C)C)C(CCO)C2)c1 (stereo unspecified) | 6 | 1 | -13 | 1 | -5 | 1.7 | -3 | -2 | 7
CCCCN(CCCC)S(=O)(=O)c1c(C)[nH]c(=O)[nH]c1=O | -2 | -1 | 7 | 13 | -8 | -0.4 | 2 | 0 | -1

Further compounds
SMILES | UPR XBP1 act | tim23-1 inh | EBI2 block | Mdm2 MdmX PPI | APJ antagonist | CHOP UPR activ | CXCR6 block | APJ ag | CCR6 antag
COc1ccc(C(=O)CSc2nc(-c3ccccn3)nc(C)c2Cl)cc1 | -2 | 47 | 9 | 18 | 11 | 0.3 | -10 | -6 | 18
Cc1cc(NS(=O)(=O)c2ccc(NC(=O)Cc3ccccc3)cc2)nc(C)n1 | 4 | -2 | -4 | -5 | 4 | -0.3 | -1 | 1 | -1
CC(C)C(NC(=O)C12CC3CC(CC(C3)C1)C2)C(=O)N/N=C/C1=C(N2CCOCC2)C(=C\c2cccc([N+](=O)[O-])c2)/CC1 (stereo unspecified) | 0 | 13 | 21 | -2 | 6 | 1.1 | 10 | 0 | -39
COc1ccc(CCN2C(=O)CCC2(C)C(=O)NC2CCCC2)cc1OC (stereo unspecified) | -2 | -5 | -2 | 1 | 14 | 1.0 | 4 | -2 | 3
Cc1cccc(C(=O)NCCc2nnc(SCC(=O)Nc3nc(C)cs3)n2C)c1 | -2 | -2 | 2 | -27 | 6 | -1.0 | 3 | -2 | -7
CCc1ccc(C(=O)NNc2ccccc2F)cc1 | 0 | 10 | 2 | -5 | 14 | 4.1 | -1 | -3 | 5
CC(C)CCNC(=O)c1cc(S(=O)(=O)N2CCCCC2)ccc1N1CCOCC1 | 2 | 10 | -6 | -22 | 2 | -0.1 | 2 | -5 | 8
NS(=O)(=O)c1cc([N+](=O)[O-])ccc1NCc1cccnc1 | -1 | 1 | -7 | 7 | -6 | 1.6 | -15 | 1 | 13
COC(=O)c1ccc(NC(=S)NC2CC3CCC2C3)cc1 (stereo unspecified) | 2 | 20 | -3 | -29 | -10 | 3.7 | -13 | -4 | -2
O=C(CN1CCN(S(=O)(=O)c2ccc(Cl)cc2)CC1)NC(=O)NC1CCCCC1 | -2 | 16 | 0 | -5 | -11 | 0.1 | 5 | 7 | 13
O=C(O)c1ccc2c(c1)C(=O)N(c1ccc(OCc3ccccc3)cc1)C2=O | 1 | -12 | -7 | 21 | -1 | -0.5 | 4 | -1 | 5
Cc1cc(C(=O)OCC(=O)Nc2cc(S(=O)(=O)N(C)C)ccc2C)c2ccccc2n1 | -4 | 14 | 3 | -16 | -3 | -0.1 | -2 | 0 | -2
O=C(NCCN1CCOCC1)c1cc(-c2ccc(F)cc2)nc2ccccc12 | 0 | -5 | -4 | 3 | -37 | 1.2 | -1 | 2 | 6
Cc1ccc(-c2nnn(CC(=O)N3CCCCC3)n2)o1 | 9 | 10 | -14 | -13 | 15 | 1.3 | -4 | -3 | 1
COc1ccccc1N1C(=O)C(=O)N(C)C1=O | 1 | 0 | -3 | 15 | 7 | 1.8 | 4 | -5 | 8
COc1ccc(CCNC(=O)C2CC(c3cccc(F)c3)=NO2)cc1 (stereo unspecified) | -2 | 31 | 4 | -2 | 20 | 0.2 | 4 | 5 | -6
CN(Cc1cn(C)nc1-c1cccc(Cl)c1)C1CCOCC1 | -1 | 8 | 0 | -9 | -9 | -0.6 | 3 | -2 | 15
CCCCn1c(Cl)nc2c1c(=O)n(C)c(=O)n2C | -2 | 0 | -5 | 1 | 8 | 0.6 | 5 | -3 | -4
CC(C)C(=O)NN1c2ccccc2CCc2ccccc21 | 0 | 4 | 20 | 2 | 11 | 1.4 | -1 | -1 | 5
O=c1oc2ccccc2c2c1nc(C(F)(F)F)n2-c1ccccc1 | -6 | -1 | -2 | 24 | 23 | -0.2 | 8 | -3 | -5
CC(=O)c1cnc(N(C)C)s1 | 0 | 3 | -9 | 11 | -3 | -0.1 | -2 | 2 | 0
Oc1c(C(Nc2ccccn2)c2cccnc2)cc(Cl)c2cccnc12 (stereo unspecified) | -2 | 49 | 50* | 31 | 24 | -4.1 | 2 | 0 | -10
CCc1c(C)nc2c(-c3ccccc3OC)c(C)[nH]n2c1=O | -4 | 11 | -2 | 19 | -13 | 0.4 | -20 | 1 | 2
CCc1c(C)nc2ncnn2c1N1CCCC(C(=O)Nc2ccc(NC(C)=O)cc2)C1 (stereo unspecified) | 4 | 4 | -2 | 16 | 13 | 0.1 | -3 | -2 | 4
O=C(O)CC/C(=N\Nc1ccc([N+](=O)[O-])cc1S(=O)(=O)N1CCOCC1)c1cccs1 | -2 | 8 | 9 | 5 | 33 | -1.4 | 33 | 0 | 46
C[n+]1ccccc1C1CCCC/C1=N\NC(N)=S (stereo unspecified) | -3 | -4 | -17 | 24 | 8 | -0.4 | -4 | -3 | -1
CCn1cc(C(=O)N2CCCc3ccccc32)c2cc(OC)c(OC)cc2c1=O | 0 | 13 | 21 | -3 | 7 | -1.6 | 4 | -1 | 10
Cc1ccc(-n2ncc3c(=O)n(CC(=O)NC4CCCCC4)cnc32)cc1C | -1 | 5 | 7 | 11 | 18 | -1.1 | -8 | -4 | 13
Cc1ccccc1C(=O)NCC(=O)OC(C)C(=O)NCc1ccco1 (stereo unspecified) | -6 | 2 | 2 | 27 | 10 | 2.5 | 0 | 5 | 5
Cc1cc(OCC(O)CN(CCO)CCO)ccc1Cl (stereo unspecified) | -1 | 8 | -5 | 2 | -3 | -3.4 | 7 | 1 | 7
CCCCn1c(N)c(N(CC(C)C)C(=O)CSCC(=O)Nc2cccc(C)c2)c(=O)[nH]c1=O | -1 | 15 | -8 | 13 | 9 | -0.3 | -4 | -3 | 2
CCOC(=O)c1sc(=S)n(-c2ccc3c(c2)OCO3)c1N | 0 | 6 | 3 | -18 | 11 | 0.5 | -4 | -3 | 5
CC(C)=C1SC(N2CCN(c3ccc(C)cc3)CC2)=NC1=O | -5 | 15 | 3 | -9 | -3 | 0.4 | 2 | -2 | 8
CC(=O)c1ccc(NC(=O)CCc2nnc3ccc(NCc4ccco4)nn23)cc1 | -2 | -22 | -3 | 2 | -12 | 4.8 | -8 | -3 | 7
CCN(CC(=O)Nc1ccc2c(c1)OCCO2)C(=O)C1CC(=O)N(c2ccc(OC)cc2OC)C1 (stereo unspecified) | -1 | -42 | 8 | 11 | -3 | -1.5 | -4 | -2 | 4
Cc1nc(-c2ccncc2)sc1C(=O)Nc1ccc(Cl)cc1 | -2 | 8 | 13 | 5 | -11 | 0.3 | -1 | 0 | 11
Cn1c(N)c(C(=O)COC(=O)C2CC(=O)N(Cc3ccccc3)C2)c(=O)n(C)c1=O (stereo unspecified) | 1 | 13 | -1 | 7 | 1 | -1.5 | -2 | -1 | 15
CCN1CCN(c2ccc(NC(=O)c3cc(S(=O)(=O)N4CCCC4)ccc3Cl)cc2)CC1 | -4 | -6 | -2 | -21 | 2 | -1.4 | 5 | 2 | 9
Brc1cccc(-c2cnc3n2CCCCC3)c1 | -1 | 5 | 6 | 25 | 10 | -1.2 | 16 | -7 | 2
Cc1ncc(CO)c2c1Oc1nc(-c3ccccc3)nc(SCC(=O)N3CCOCC3)c1C2 | 2 | 9 | -26 | 28 | -39 | 0.3 | -3 | 1 | -11
Clc1ccc(-c2cnn3c(-c4ccncc4)ccnc23)cc1 | 1 | 12 | 0 | -45 | 12 | -2.6 | -10 | -1 | 11
O=C(COc1ccc(-c2ccccc2)cc1)N1CCN(S(=O)(=O)Cc2ccccc2)CC1 | 6 | -14 | 12 | 57* | 13 | -1.4 | 1 | -2 | -6
Cn1c(Cc2cccs2)nnc1SCC(=O)Nc1ccc(F)cc1F | 1 | -15 | -2 | 6 | 7 | -1.1 | -2 | -8 | -13
CCn1c(-c2c[nH]c3ccccc23)n[nH]c1=S | 0 | 2 | 0 | 18 | 6 | 0.2 | -7 | 0 | -3
CCN(CC)CCNc1cc(C)c(C#N)c2nc3ccccc3n12 | -2 | 15 | 2 | 18 | -2 | -1.9 | -5 | -3 | 10
Nc1nonc1-n1nnc(C(=O)N/N=C/c2cccc(Cl)c2)c1CSc1ccccc1 | 0 | -1 | -1 | 6 | -32 | 1.9 | -2 | -1 | 14
CCS(=O)(=O)c1nc(S(=O)(=O)c2ccc(Cl)cc2)c(NCCCN2CCCC2=O)s1 | -2 | -1 | 9 | 4 | 2 | -2.6 | -8 | -6 | 9
O=c1c2ccccc2ncn1CCOCCOc1ccc([N+](=O)[O-])cc1 | -2 | 11 | -9 | 22 | 13 | -1.5 | 5 | -2 | 1

Source: PubChem

This is a subset; rates above refer to the full screens.
